D3 ag: activates the human D3 dopamine receptor | hit rate 0.58% among 410,000 | D3R DiscoveRx beta-arrestin cells, luminescence, 90 min | P35462 | AID 652048 | max activation, %; in the data active = max activation above about 30%; also: 0% is about no effect; mostly tested at two doses, the higher about 12 µM
Target sequence (P35462 whole entry, looked up): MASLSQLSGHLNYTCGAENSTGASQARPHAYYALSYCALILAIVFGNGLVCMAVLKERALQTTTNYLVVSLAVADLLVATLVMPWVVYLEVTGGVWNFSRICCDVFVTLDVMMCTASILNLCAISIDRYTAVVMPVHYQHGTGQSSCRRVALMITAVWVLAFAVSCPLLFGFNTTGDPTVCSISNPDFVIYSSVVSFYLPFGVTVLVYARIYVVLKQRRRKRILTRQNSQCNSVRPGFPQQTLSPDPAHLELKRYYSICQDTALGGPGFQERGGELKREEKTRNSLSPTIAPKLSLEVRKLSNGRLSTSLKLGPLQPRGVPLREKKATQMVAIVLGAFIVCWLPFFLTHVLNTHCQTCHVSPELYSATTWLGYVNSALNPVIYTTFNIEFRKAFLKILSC
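Agonist mode: compounds and dopamine controls were applied to plated cells for 90 min at 37 degrees C after an overnight attachment at 1500 cells/well. Luminescent read-out followed 30 - 60 minutes at room temperature with DiscoveRx detection reagent.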
pAkt inh: blocks phosphorylation of Akt; Neuro2A IGF-stimulated pAkt S473 HTRF, 20 min; active compounds read low; hit rate 0.32% among 360,000; AID 651550; activity change, % for hits at 50 µM; in the data active = activity change below about -80%; inconclusive = mostly about -51% to -80%; also: % is scaled to controls: 0 for no effect and ±100 for the full control effect
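Neuro2A cells (4,500/well, DMEM with 0.5% FBS) were treated with compound at a single 50 µM final concentration, stimulated with 6 nM IGF for 20 min at 37 °C, and lysed. Phospho-Akt Ser473 was read by HTRF as 665/615 ratio ×10^4.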
CCT chaperon mod: modulators of cytosolic chaperonin (CCT/TRiC) activity; hit rate 0.3% among 360,000; purified chaperonin ATPase assay, HTRF ADP detection, 30 min; activity change, % (concentration not given with the values), hits read low; AID 651819; in the data active = activity change below about -30%; also: % is scaled to controls: 0 for no effect and ±100 for the full control effect
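Nucleotide hydrolysis assay: TRiC at 20–40 nM final (set by batch activity) with 10 uM ATP, 30 min at 37 °C, in presence of 76 uM compound. Detection by competitive ADP HTRF, 30 min ambient.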
Mm-Cpn inhibitor: M. maripaludis TRiC chaperonin inhibition. hit rate 0.031% among 330,000. Potency, µM (series often up to 76.9 µM), for inactives: at the top dose activity, negative = inhibition, hits mostly inhibitors. purified Mm-Cpn ATPase, ADP Transcreener TR-FRET; also: potency is read from the fitted curve at half-maximal effect; % is scaled to controls: 0 for no effect and ±100 for the full control effect; nearly all actives have a fitted effect of over 80% in size
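Eu-cryptate anti-ADP/ADP-d2 competition gives a ratio inversely related to ADP. Enzyme at 25 nM was pre-exposed to compound for 10 min, then given 10 uM ATP for 30 min, 37°C throughout.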
PTHR1 agonist: activates the human parathyroid hormone receptor PTHR1; Potency, µM (titrated, usually from 115 µM), without a hit: at the top dose activation, usual class: activators; Q03431; HEK293 GP2 PTHR1 cells, GloSensor cAMP luminescence, 1 h; AID 743266; hit rate 0.075% among 410,000; also: potency is read from the fitted curve at half-maximal effect; nearly all actives have a fitted effect of over 55% in size; some results filed as inactive show a strong effect at the top dose; inactives centre near -15; many of its hits are not listed in these tables
Target sequence (Q03431 whole entry, looked up): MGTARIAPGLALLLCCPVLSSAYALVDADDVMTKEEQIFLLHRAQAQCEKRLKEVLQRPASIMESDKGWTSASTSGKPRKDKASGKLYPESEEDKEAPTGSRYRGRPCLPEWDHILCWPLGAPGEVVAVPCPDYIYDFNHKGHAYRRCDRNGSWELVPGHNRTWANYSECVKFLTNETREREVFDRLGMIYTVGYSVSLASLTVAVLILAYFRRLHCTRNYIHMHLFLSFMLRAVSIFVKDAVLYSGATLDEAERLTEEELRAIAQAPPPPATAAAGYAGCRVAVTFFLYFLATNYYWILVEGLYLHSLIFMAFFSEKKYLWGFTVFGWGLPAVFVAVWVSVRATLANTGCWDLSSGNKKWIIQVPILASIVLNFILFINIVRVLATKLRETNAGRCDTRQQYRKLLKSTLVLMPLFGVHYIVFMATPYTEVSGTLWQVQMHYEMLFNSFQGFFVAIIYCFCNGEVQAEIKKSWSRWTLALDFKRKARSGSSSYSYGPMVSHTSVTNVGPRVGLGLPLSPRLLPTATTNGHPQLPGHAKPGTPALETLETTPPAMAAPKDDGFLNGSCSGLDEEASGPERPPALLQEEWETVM
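HEK-293-derived GP2 cells expressing PTHR1 and a GloSensor cAMP reporter, 3,000/well, plated overnight, given luciferin plus IBMX (each 0.5 mM as added) for 1 h at 37 °C, then compound for 1 h at 37 °C. Luminescence was read after 15 min at room temperature.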
EPAC2 agonist: activates human EPAC2 exchange factor. Q8WZA2. EPAC2 activation, biochemical qHTS; response scale: 100% = 6.5 mM cAMP response. Potency, µM (titrated, usually from 154 µM), for the others: top-dose activation, actives largely listed as activators. hit rate 0.079% among 360,000. AID 720711; also: potency is read from the fitted curve at half-maximal effect; nearly all actives have a fitted effect of over 50% in size
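EPAC2 (100 nM) mixed with Rap1B loaded with BODIPY-GDP (250 nM) plus 50 uM unlabeled GDP; compounds pinned in, 5 min RT, then read every 5 min for 30 min (ex 480, em 540 nm). Normalized to cAMP control.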
DRD3 antagonist: blocks the human D3 dopamine receptor. hit rate 2.5% among 360,000. AID 652054. max response, negative = inhibition, %. D3R cells, DiscoveRx beta-arrestin luminescence, antagonist mode; active compounds read low; in the data active = max response below about -50%; inconclusive = no clear call, values can overlap the other calls; also: % is scaled to controls: 0 for no effect and ±100 for the full control effect; mostly tested at two doses, the higher about 12 µM
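Cells plated overnight at 1500 cells/well, then exposed to library compounds with dopamine controls for 90 minutes at 37 degrees C. DiscoveRx reagent added for 30–60 minutes at room temperature; luminescence read, quantitative HTS format.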
EPAC2 antagonist: antagonists of human EPAC2; Q8WZA2; EPAC2 GEF exchange of Rap1B-BODIPY-GDP, fluorescence; Potency, µM (doses to about 114 µM), for inactives: at the top dose activity, negative = inhibition, most hits filed as inhibitors; hit rate 0.18% among 360,000; also: potency is read from the fitted curve at half-maximal effect; % is scaled to controls: 0 for no effect and ±100 for the full control effect; nearly all actives have a fitted effect of over 45% in size; many of its hits are not listed in these tables
Numbers without * were called inactive; i = inactive; ? = inconclusive; nt = no result given; [ ] = dose if it differs, or a comment. Unless noted, calls follow the shape of the dose curve; as a rule, active = well fitted curve in the direction sought with a large enough effect; inconclusive = small, poorly fitted or top-dose-only effect, or another doubt; inactive = no such curve, though single readings can be large; an effect the other way counts as inactive or inconclusive. This is a subset; count on the stated rates, not on these rows.

cpd	Compound	D3 ag	pAkt inh	CCT chaperon mod	Mm-Cpn inhibitor
1	O=C(NCCc1ccc(Cl)cc1)c1ccc(CS(=O)Cc2ccc(Cl)cc2)o1 (stereo not drawn)	0	i	1.8	3%
2	C=CCc1cccc2cc(C(=O)N3CCOCC3)c(=O)oc12	10	i	0.6	1%
3	COc1ccc(S(=O)(=O)NC(=O)C2(C)CCN2C(=O)C(C)(C)c2ccccc2)cc1 (stereo not drawn)	-2	i	-1.0	nt
4	CN(C)S(=O)(=O)N(CC(=O)NCCSCc1ccc(Cl)cc1)c1ccccc1	4	i	-2.5	2%
5	C=CCN1c2ccccc2[C@]23C[C@@H](C(=O)OC)N=C2NC(C(=O)OC)=C(C(=O)OC)[C@H]13	-16	i	1.1	-2%
6	CCOc1ccc(-n2c(O)cc(=O)[nH]c2=O)cc1	-1	i	-2.5	2%
7	CCOc1ccc(C(=O)CCC(=O)NCC(=O)OCc2ccccc2)cc1OCC	0	i	0.1	-1%
8	Cc1ccccc1Cn1ccc(NC(=O)c2cnn3c2NC(c2ccccc2)CC3C(F)(F)F)n1 (stereo not drawn)	-3	i	1.6	-1%
9	Cc1ccc(C(C)C)c(OCC(=O)NNC(=O)C(C(C)C)N2C(=O)c3ccccc3C2=O)c1 (stereo not drawn)	-1	i	-1.4	0%
10	COC(=O)/C(=C\c1ccc2c(c1)c1ccccc1n2C)NC(=O)c1ccccc1	1	i	-1.3	0%

cpd	PTHR1 agonist	EPAC2 agonist	DRD3 antagonist	EPAC2 antagonist
1	-30%[inhibitor]	3%	-5	-9%
2	-8%	3%	18	6%
3	-3%	7%	?	-3%
4	-21%	10%	0	-8%
5	-4%	10%	17	-20%
6	i	7%	-3	4%
7	-3%	14%	6	4%
8	i	13%	18	4%
9	-25%	-10%	-1	-7%
10	0%	18%	16	-17%

Two neighbouring compounds from above, for reference:
cpd	Compound	D3 ag	pAkt inh	CCT chaperon mod	Mm-Cpn inhibitor
4	CN(C)S(=O)(=O)N(CC(=O)NCCSCc1ccc(Cl)cc1)c1ccccc1	4	i	-2.5	2%
5	C=CCN1c2ccccc2[C@]23C[C@@H](C(=O)OC)N=C2NC(C(=O)OC)=C(C(=O)OC)[C@H]13	-16	i	1.1	-2%

cpd	PTHR1 agonist	EPAC2 agonist	DRD3 antagonist	EPAC2 antagonist
4	-21%	10%	0	-8%
5	-4%	10%	17	-20%

Next structures
cpd	Compound	D3 ag	pAkt inh	CCT chaperon mod	Mm-Cpn inhibitor
11	CCOC(=O)c1cc(-c2sc(NC(=O)c3ccccc3)nc2C)n(CCO)n1	-5	i	0.1	nt
12	COC(=O)Cc1ccc(NC(=O)c2ccc3c(c2)C(=O)N(Cc2cccnc2)C3=O)cc1	-1	i	-1.8	-1%
13	COc1ccc(-c2cccc(-c3cc(=O)oc4cc(OC)cc(OC)c34)c2)cc1	-7	i	0.4	-1%
14	CCN(CC)c1ccc(NC(=O)c2cccc(F)c2)c(C)c1	9	i	0.6	-3%
15	Cc1cc(NC(=O)CCC(=O)N(c2ccccc2)C(C(=O)NC2CCCC2)c2ccccc2C)no1 (stereo not drawn)	1	i	-2.5	-1%
16	CC(C)N=C1CC(C)(C)CC(=O)/C1=C(/O)CCCN1C(=O)c2ccccc2C1=O	1	i	-0.6	1%
17	CC1CCN(S(=O)(=O)c2ccc(Cl)cc2)CC1	11	i	-43*	1%
18	CC(=O)OC(C(=O)NC1CCCCC1)c1ccc(Cl)cc1 (stereo not drawn)	-6	i	1.0	1%
19	COc1ccc(N=C2NC(=O)/C(=C\c3ccco3)S2)cc1	1	i	0.4	1%
20	Cc1cccc(CCNCc2c(C(=O)O)c(C)n(-c3ccccc3)c2C)c1	1	i	-4.5	-9%

cpd	PTHR1 agonist	EPAC2 agonist	DRD3 antagonist	EPAC2 antagonist
11	-20%	5%	-13	3%
12	-18%	1%	-4	2%
13	i	4%	6	-12%
14	-7%[57.5 µM]	7%	-8	-1%
15	i	-9%	-1	19%
16	-4%	4%	1	2%[57.1 µM]
17	-15%	7%	19	-1%
18	i	-13%	-2	5%
19	-57%[inhibitor]	19%	-11	1%
20	-21%	-7%	15	0%

cpd	Compound	D3 ag	pAkt inh	CCT chaperon mod	Mm-Cpn inhibitor
21	CCc1nc2ccc(C(=O)NCCCN3CCCC3=O)cn2c1N(C)C(=O)COc1ccccc1	4	i	-1.3	nt
22	Cc1c(C(=O)N2CCN(c3ncccn3)CC2)sc2nc3n(c(=O)c12)CCCC3	1	i	0.2	nt
23	C=CCn1c(SCc2cccc(F)c2)nc2cc(C(=O)N3CCC(C(N)=O)CC3)ccc2c1=O	9	i	-0.2	5%
24	CCOC(=O)c1ccc(NC(=O)Cn2cc3c(n2)CCC(C)C3)cc1 (stereo not drawn)	-1	i	-0.8	-1%
25	Cc1cccc(C(=O)N/N=C/c2coc3ccccc3c2=O)c1	3	i	-2.3	1%
26	CC(NC(=O)/C(C#N)=C/c1ccc(OCC(=O)O)cc1)c1ccccc1 (stereo not drawn)	-3	i	-2.9	0%
27	CCOC(=O)c1ccc(N=C2SC(C(=O)NC)CC(=O)N2CCc2ccccc2)cc1 (stereo not drawn)	-5	i	0.8	-2%
28	Cc1ccc(NC(=O)Cn2ccsc2=N)cc1S(=O)(=O)N(C)C	-24	i	-3.6	-2%
29	COC(=O)c1c(NC(=O)COC(=O)c2ccc(C)s2)sc2c1CCCCC2	0	i	-2.1	-3%
30	CCOC(=O)C1=C(C)N=c2s/c(=C\c3ccc(OCC(=O)O)cc3)c(=O)n2C1c1ccc(Cl)cc1 (stereo not drawn)	5	i	-0.6	0%

cpd	PTHR1 agonist	EPAC2 agonist	DRD3 antagonist	EPAC2 antagonist
21	-8%	5%	-5	9%
22	i	1%	0	10%
23	i	-5%	14	-17%
24	-12%	2%	-24	3%
25	i	0%	1	0%
26	-19%	6%	-20	-6%
27	i	-15%	-8	?
28	i	-3%	-24	12%
29	-8%	9%	9	-4%
30	-36%[inhibitor]	-28%	19	24%

cpd	Compound	D3 ag	pAkt inh	CCT chaperon mod	Mm-Cpn inhibitor
31	O=C(Nc1ccc(Cl)cc1)C1=Cc2cc(Cl)ccc2OC1	-6	i	-0.1	0%
32	COc1cccc(C(=O)CSc2nnc(-c3ccco3)n2CC2CCCO2)c1 (stereo not drawn)	3	i	-2.9	0%
33	CCn1nnnc1NCc1ccc(SC)cc1	5	i	1.1	-9%
34	COc1ccc(/C=C2/NC(=O)N(CC(=O)Nc3cccc(C)c3)C2=O)cc1O	4	i	-0.9	-1%
35	CCCc1cc(=O)oc2cc(C)cc(OC(C)C(=O)NCCCN3CCOCC3)c12 (stereo not drawn)	-4	i	-1.9	-3%
36	O=C(Cc1cccs1)N/N=C/C(Cl)=C/c1ccccc1	-6	i	1.2	0%
37	CC(=O)Nc1ccc(C(=O)OCC(=O)NCc2ccc3c(c2)OCO3)cc1	2	i	2.1	-1%
38	CC(Oc1ccc(F)cc1)C(=O)N(Cc1ccccc1)c1c(N)n(Cc2ccccc2)c(=O)[nH]c1=O (stereo not drawn)	5	i	-2.8	1%
39	COc1ccc(CN(CCO)CCO)cc1[N+](=O)[O-]	3	i	-0.9	3%
40	Cc1ccc(C2=NN(C(=O)CSc3nc4ncc(Cl)cc4[nH]3)C(c3ccco3)C2)cc1 (stereo not drawn)	-4	i	1.2	-30%

cpd	PTHR1 agonist	EPAC2 agonist	DRD3 antagonist	EPAC2 antagonist
31	-39%[inhibitor][57.5 µM]	8%	-2	-4%
32	i	-4%	-3	1%
33	-7%	12%	-7	0%
34	i	-2%	6	-12%
35	-24%	11%	-23	3%
36	-13%	1%	-6	-6%
37	i	3%	19	-8%
38	-1%	-5%	17	8%
39	i	2%	4	1%
40	-16%	11%	-4	-10%

cpd	Compound	D3 ag	pAkt inh	CCT chaperon mod	Mm-Cpn inhibitor
41	Cc1nn(-c2ccccc2)c2c1c(C)c(CCC(=O)N1CCOCC1)c(=O)n2C	8	i	-0.9	-7%
42	CN(C)C(=S)Nc1ccc(S(=O)(=O)N2CCCCC2)cc1	-6	i	2.4	0%
43	CCN(c1ccccc1)S(=O)(=O)c1ccc(C(=O)NCc2ccccn2)cc1	-10	i	0.6	-1%
44	COc1cccc(C2=NN(C(=O)c3ccc(C)o3)C(O)(C(F)(F)F)C2)c1 (stereo not drawn)	6	i	-2.8	0%
45	O=C(NNc1ccc(F)cc1F)C1CCC1	-10	i	-2.7	-1%
46	CC(=O)c1ccc(NC(=O)Nc2ccc(S(=O)(=O)N3CCCC3)cc2)cc1	-12	i	-2.0	-3%
47	COc1ccc(-n2c(Cc3cccn3C)nnc2SCC(=O)Nc2ccccc2OC)cc1	2	i	-0.8	-1%
48	Cc1cccc(OCc2nnc(SCC(=O)Nc3ncc(C)s3)o2)c1	-1	i	-3.5	4%
49	O=c1oc(-c2cccnc2)nc2ccccc12	-17	i	2.6	0%
50	CCS(=O)(=O)N1CCN(c2ccccc2F)CC1	0	i	-0.2	-9%

cpd	PTHR1 agonist	EPAC2 agonist	DRD3 antagonist	EPAC2 antagonist
41	-3%	5%	-4	-21%
42	i	3%	-8	-7%
43	i	9%	-19	9%
44	-14%	15%	-12	-25%
45	-12%	7%	-2	10%
46	-50%[inhibitor]	2%	2	-1%
47	i	0%	-4	6%
48	-12%	14%	-5	7%
49	i	13%	-10	4%
50	i	2%	9	13%

cpd	Compound	D3 ag	pAkt inh	CCT chaperon mod	Mm-Cpn inhibitor
51	CC(C)N(C(=O)Cn1c(SCC(=O)N2CCN(c3ccccc3)CC2)nc2ccccc21)C(C)C	2	i	-3.6	-2%
52	COc1cc(C(=O)N2CCN(S(=O)(=O)c3ccc(F)cc3)CC2)cc(OC)c1OC	10	i	-0.7	2%
53	Fc1ccc(-c2nnc(CN3CCN(c4ncc(C(F)(F)F)cc4Cl)CC3)o2)cc1	2	i	-0.6	0%
54	NNC(=O)CN1C(=O)Nc2ccc(Cl)cc2C1c1ccccc1 (stereo not drawn)	-2	i	0.8	-1%
55	O=C(c1cc2nc(-c3ccccc3)cc(-c3ccccc3)n2n1)N1CCCC1	6	i	-3.2	0%

cpd	PTHR1 agonist	EPAC2 agonist	DRD3 antagonist	EPAC2 antagonist
51	?	0%	1	-9%
52	i	-5%	2	-17%
53	-32%[inhibitor]	0%	?	-3%
54	i	7%	-13	-4%
55	-17%	2%	30	-10%

Screens from PubChem BioAssay.
